Screening data from PubChem BioAssay.
Vif-A3F inh: blocks the Vif interaction with APOBEC3F; HeLa A3F-eYFP + Vif (tagged APOBEC3F with the HIV-1 protein that degrades it), YFP fluorescence increase; Potency, µM (series often up to 46.1 µM), for the others: top-dose activity, negative = active; 0.2% of 390,000 active; AID 602313; also: potency is read from the fitted curve at half-maximal effect; % of control where 0% means no effect; nearly all actives have a fitted effect of over 65% in size
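HeLa cells stably expressing Vif plus C-terminally eYFP-tagged A3F were seeded, incubated overnight at 37 deg C, dosed with compound, incubated overnight again at 37 deg C. Yellow fluorescence (Ex 488/Em 500-530) reported blocked Vif-mediated A3F-eYFP degradation.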
ERG-DNA inh: blocks human ERG Ets domain binding to DNA; fluorescence polarization, His-ERG Ets domain / labelled DNA; 0.028% of 370,000 active; AID 624246; Potency, µM (series often up to 76.9 µM), for the others: top-dose FP activity, negative = inhibition, most hits filed as inhibitors; active = well fitted inhibition curve with a large enough effect in the polarisation, with a control signal flat; inconclusive = small, poorly fitted or top-dose-only effect, or effect the other way, or a change in a side signal; inactive = no such curve, though single readings can be large or run the other way; the % refers to the polarisation;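 also: polarization taken with two DNA probes labelled with fluorescein and Texas red; potency is read from the fitted curve at half-maximal effect; % of control where 0% means no effect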
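His-tagged ERG Ets domain (1 uM in the protein solution; 300mM KCl, 50mM Tris-HCl, 1mM EDTA, 1mM DTT, pH 7.5) received compound, then a probe mix of 5 nM fluorescein-DNA and 100nM Texas-615-DNA. Fluorescence polarization was read for both dyes.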
Vif-APOBEC3G blk: inhibitors of Vif-APOBEC3G interaction. Potency, µM (titrated, usually from 46.1 µM), for the others: at the highest dose activity, negative = active, usual class: inhibitors. HeLa A3G-eYFP + Vif (tagged APOBEC3G with the HIV-1 protein that degrades it), YFP fluorescence, overnight. 0.076% of 410,000 active;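 also: potency is read from the fitted curve at half-maximal effect; % is scaled to controls: 0 for no effect and ±100 for the full control effect; nearly all actives have a fitted effect of over 60% in size; hits raise eYFP signal because A3G escapes Vif-driven loss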
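HeLa cells stably expressing Vif and C-terminally eYFP-tagged A3G, seeded overnight at 37 deg C, then exposed to compound by pintool overnight at 37 deg C. Rise in yellow fluorescence (Ex 488/Em 500-530, Acumen) marks blocked Vif-driven A3G degradation.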
ALOX12 inh: inhibitors of human 12S-lipoxygenase ALOX12 | purified 12hLO, xylenol orange hydroperoxide absorbance | Potency, µM (titrated, usually from 108 µM), inactives show top-dose activity change, negative = inhibition, usual class: inhibitors | 1.1% of 580,000 active; also: potency is read from the fitted curve at half-maximal effect; % is scaled to controls: 0 for no effect and ±100 for the full control effect
Target sequence (P18054 whole entry, looked up): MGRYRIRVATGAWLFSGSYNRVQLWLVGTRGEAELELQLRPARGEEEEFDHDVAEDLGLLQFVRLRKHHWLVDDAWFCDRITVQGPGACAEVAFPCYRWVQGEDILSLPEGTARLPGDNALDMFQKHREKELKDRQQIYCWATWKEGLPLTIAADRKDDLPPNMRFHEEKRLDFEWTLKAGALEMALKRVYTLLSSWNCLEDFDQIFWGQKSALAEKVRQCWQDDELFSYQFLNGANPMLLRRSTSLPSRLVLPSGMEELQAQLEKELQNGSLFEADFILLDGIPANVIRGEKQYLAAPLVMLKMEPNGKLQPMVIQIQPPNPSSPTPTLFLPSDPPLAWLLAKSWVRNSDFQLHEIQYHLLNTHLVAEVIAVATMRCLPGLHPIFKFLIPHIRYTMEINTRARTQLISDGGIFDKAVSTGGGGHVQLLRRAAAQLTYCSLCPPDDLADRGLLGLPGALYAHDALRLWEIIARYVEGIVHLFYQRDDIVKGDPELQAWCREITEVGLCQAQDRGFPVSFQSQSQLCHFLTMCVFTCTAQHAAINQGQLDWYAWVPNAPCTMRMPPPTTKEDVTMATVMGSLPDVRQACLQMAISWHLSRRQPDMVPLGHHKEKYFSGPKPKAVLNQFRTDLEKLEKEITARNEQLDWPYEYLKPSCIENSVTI
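Hydroperoxide product was detected by ferrous iron/xylenol orange as the 573 to 405 nm absorbance ratio. Arachidonic acid at 40 uM (final) was turned over for 30 min at room temperature by 150 nM human 12hLO, pH 7.0 Hepes buffer, after 15 min compound preincubation.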
D2 ag: activates the human D2 dopamine receptor | P14416 | HEK293 T-REx D2 cells, calcium flux agonist mode | activation, % at 2 µM | 0.53% of 340,000 active;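 active = activation over 3 SD above normal in the single-dose calcium agonist read, cut at about 30% in these data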; also: 0% is about no effect
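Agonism is scored from calcium flux in a force-coupled, inducible HEK293 cell line expressing D2, read kinetically for 180 s after compound addition against dopamine controls.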
GRP78 ERSR act: induces the endoplasmic reticulum stress response in human glioma cells; U87-MG GRP78 promoter luciferase reporter, 16 h; Potency, µM, for inactives: at the highest dose activation, usual class: activators; 0.02% of 420,000 active; AID 602332; also: potency is read from the fitted curve at half-maximal effect; series mostly up to about 76 µM; % of control where 0% means no effect; nearly all actives have a fitted effect of over 35% in size
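Stably transfected U87-MG glioma cells carrying a GRP78-based luciferase sensor; 16 h compound incubation. Luminescence end-point read 10 min after Bright-Glo addition at room temperature.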
LDHA inh: blocks human lactate dehydrogenase A | purified LDHA, NADH/diaphorase-resazurin fluorescence; active compounds read low | activity change, % (values are at about 110 or 230 µM) | 0.15% of 480,000 active; in the data active = activity change below about -30%; inconclusive = mostly about -25% to -30%;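 also: plate controls were DMSO wells for no effect and wells without enzyme for full effect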
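LDH5 2 nM; NADH 0.06 mM, pyruvate 0.2 mM; 200 mM Tris pH 7.4, EDTA, Tween-20; 5 min RT. Detection: diaphorase 0.133 mg/mL + resazurin 37 µM, fluorescence ex540/em590 at 0 and 20 min; normalized to enzyme-free and DMSO wells.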
D2 antagonist: antagonists of human D2 dopamine receptor. 2% of 340,000 active. HEK293 TREx D2 cells, calcium flux, dopamine EC80. inhibition, % at 10 µM. P14416; in the data active = inhibition above about 30%; also: 0% is about no effect
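Antagonism is scored as inhibition of an EC80 dopamine-evoked calcium signal in a force-coupled, tetracycline-inducible HEK293 T-REx D2 line, with compound present 180 s before agonist.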
RGS4 inhibitor: inhibitors of human regulator of G protein signaling 4 | P49798 | Transcreener GDP fluorescence polarization, RGS4-accelerated GTP hydrolysis | Potency, µM (titrated, usually from 114 µM), without a hit: at the highest dose activity change, negative = inhibition, usual class: inhibitors | 0.039% of 390,000 active | AID 504845; also: potency is read from the fitted curve at half-maximal effect; % is scaled to controls: 0 for no effect and ±100 for the full control effect; nearly all actives have a fitted effect of over 75% in size; some results filed as inactive show a strong effect at the top dose
Target sequence (P49798 whole entry, looked up): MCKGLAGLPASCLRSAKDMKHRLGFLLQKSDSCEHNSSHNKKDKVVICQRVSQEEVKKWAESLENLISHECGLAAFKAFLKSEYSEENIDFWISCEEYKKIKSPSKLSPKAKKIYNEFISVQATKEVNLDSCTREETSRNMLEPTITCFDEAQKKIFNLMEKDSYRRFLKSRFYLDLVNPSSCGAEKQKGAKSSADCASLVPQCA
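MLSMR compounds (23 nl, pin-transferred) preincubated 10 min at room temperature with a 500nM (2x) first reagent, then RGS4 at 900nM (2x) plus Transcreener GDP mix added; fluorescence polarization (620/688 nm) read before and after 90 min at 30 °C.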
Active calls of the source: *; ? = inconclusive; · = no result given; & = joins results of further samples; [ ] = remark or other dose. Unless noted, calls follow the shape of the dose curve; as a rule, active = well fitted curve in the direction sought with a large enough effect; inconclusive = small, poorly fitted or top-dose-only effect, or another doubt; inactive = no such curve, though single readings can be large; an effect the other way counts as inactive or inconclusive.

Letter code – A = Vif-A3F inh; B = ERG-DNA inh; C = Vif-APOBEC3G blk; D = ALOX12 inh; E = D2 ag; F = GRP78 ERSR act; G = LDHA inh; H = D2 antagonist; I = RGS4 inhibitor
1: O=C(Nc1csnn1)OCc1ccccc1
  A: ?	B: ·	C: -6.5%	D: 1.3%	E: ·	F: -1.4%	G: -0.7	H: ·	I: -43.8%

2: O=C(Nc1ccn(Cc2c(F)c(F)cc(F)c2F)n1)c1cccc(Cn2cc([N+](=O)[O-])cn2)c1
  A: -0.2%	B: -2.0%	C: -2.2%	D: 4.9%	E: 0.9	F: 1.2%	G: -2.0	H: 8.0	I: -16.1%

3: CCCOc1ccc(F)cc1-c1cc(C(=O)Nc2ccccc2)[nH]n1
  A: ·	B: ·	C: -1.2%	D: 14.1%	E: ·	F: -6.0%	G: -17.7	H: ·	I: ·

4: Cc1ccccc1C(=O)Nc1nnc(S(=O)(=O)N(C)c2ccc(Cl)cc2)s1
  A: -8.6%	B: -0.4%	C: -4.8%	D: -11.4%	E: -0.5	F: 6.7%	G: -18.2	H: ·	I: -0.9%

5: Cc1ccc(NC(=O)Cc2ccc(-n3c(C)nc4cccnc43)cc2)c(Cl)c1
  A: -4.3%	B: -2.7%	C: 1.2%	D: 0.9%	E: 0.4	F: -4.5%	G: -6.6	H: ·	I: -20.4%

6: CCOc1ccc2nc(N(Cc3cccnc3)C(C)=O)sc2c1
  A: 4.0%	B: 0.8%	C: -3.8%	D: -15.3%	E: 0.5	F: -2.2%	G: -5.2	H: ·	I: 20.6%

7: CCOc1cccc(C2C(C#N)=C(N)Oc3cc(C)oc(=O)c32)c1OCC (stereo not drawn)
  A: 4.0%	B: 6.3%	C: -0.9%	D: 13.2%	E: 1.1	F: -1.8%	G: -7.1	H: 2.9	I: 20.7%

8: O=C(CCn1nc(-c2ccccc2)c2ccccc2c1=O)Nc1cccnc1
  A: -2.9%	B: -14.2%	C: 1.4%	D: 3.3%	E: -1.3	F: -3.2%	G: -7.7	H: -7.4	I: 5.8%

9: C[C@@H]1CN([C@H](C)CO)C(=O)CCCn2cc(nn2)CO[C@H]1CN(C)C(=O)Nc1ccc(C(F)(F)F)cc1
  A: 0.5%	B: ·	C: -5.1%	D: -2.1%	E: ·	F: 2.3%	G: -5.2	H: ·	I: ·

10: CNC(=O)N(O)C1N(/N=C/c2c(F)cccc2Cl)C(=S)SC1(C)C (stereo not drawn)
  A: 2.4%	B: -9.5%	C: 1.7%	D: 62.4%[activator]	E: 8.9	F: 5.9%	G: -6.4	H: 7.6	I: -0.4%

Remaining list, next part
Letter code – A = Vif-A3F inh; B = ERG-DNA inh; C = Vif-APOBEC3G blk; D = ALOX12 inh; E = D2 ag; F = GRP78 ERSR act; G = LDHA inh; H = D2 antagonist; I = RGS4 inhibitor
11: CCOC(=O)c1c(NC(=O)CN2CCOCC2)sc2c1CCCC2=O
  A: -2.7%	B: -0.1%	C: 1.1%	D: 8.5%	E: ·	F: -1.9%	G: 0.4	H: ·	I: 3.5%

12: COc1ccccc1NC=C1C(=O)OC(C)(C)OC1=O
  A: 4.4%	B: -10.2%	C: -8.7%	D: 0.0%	E: 0.1	F: 5.9%	G: -0.2	H: 7.5	I: 13.7%

13: CCN1C(C#N)=C(C#N)N=C(C)CC1(C)C
  A: -1.3%	B: -1.2%	C: -3.6%	D: -7.6%	E: -0.3	F: -3.5%	G: -3.2	H: -0.6	I: -2.6%

14: CCN(CC(=O)NCCc1ccc(F)cc1)Cc1nc2ccccc2c(=O)[nH]1
  A: -6.2%	B: -3.6%	C: 1.0%	D: 3.0%	E: 0.9	F: -1.6%	G: -9.4	H: 3.3	I: 27.3%

15: CC1CCc2nn(CC(=O)NCCC3=CCCCC3)cc2C1 (stereo not drawn)
  A: 0.1%	B: 13.3%	C: -4.0%	D: 2.4%[57.4 µM]	E: -1.5	F: -0.4%	G: 4.2	H: -4.0	I: -24.9%

16: CC(C)C(=O)Nc1cc(=O)[nH]c2ncnn12
  A: 2.9%	B: -5.3%	C: 1.8%	D: 8.1%	E: 0.1	F: -1.1%	G: -5.8	H: -11.8	I: -17.2%

17: NCCCCNCCCN
  A: -1.8%	B: -1.5%	C: 0.6%	D: ?	E: 1.2	F: 1.7%&-3.0%&-0.4%&-1.2%&-4.8%	G: -8.7	H: 6.4	I: -2.0%[56.9 µM]

18: COCCn1c(SCCOc2ccccc2)nc2ccccc2c1=O
  A: -0.5%	B: -0.1%	C: 0.2%	D: 0.0%	E: 0.6	F: -4.9%	G: -7.1	H: 11.1	I: 2.8%

19: C/C(=N\Nc1cccc2cccnc12)c1ccc(N)cc1
  A: -9.0%	B: 2.7%	C: -2.4%	D: -28.6%	E: 0.0	F: 5.5%	G: 2.0	H: -7.4	I: -43.2%

20: Cc1ccc(Cl)cc1NC(=O)CN1C=NS(=O)(=O)c2ccccc21
  A: 0.8%	B: -0.8%	C: 1.9%	D: -28.4%	E: 0.5	F: -3.9%	G: -7.7	H: ·	I: 26.0%

Ordered by formula weight (ascending): some entries from above
Letter code – A = Vif-A3F inh; B = ERG-DNA inh; C = Vif-APOBEC3G blk; D = ALOX12 inh; E = D2 ag; F = GRP78 ERSR act; G = LDHA inh; H = D2 antagonist; I = RGS4 inhibitor
13: CCN1C(C#N)=C(C#N)N=C(C)CC1(C)C
  A: -1.3%	B: -1.2%	C: -3.6%	D: -7.6%	E: -0.3	F: -3.5%	G: -3.2	H: -0.6	I: -2.6%

6: CCOc1ccc2nc(N(Cc3cccnc3)C(C)=O)sc2c1
  A: 4.0%	B: 0.8%	C: -3.8%	D: -15.3%	E: 0.5	F: -2.2%	G: -5.2	H: ·	I: 20.6%

11: CCOC(=O)c1c(NC(=O)CN2CCOCC2)sc2c1CCCC2=O
  A: -2.7%	B: -0.1%	C: 1.1%	D: 8.5%	E: ·	F: -1.9%	G: 0.4	H: ·	I: 3.5%

8: O=C(CCn1nc(-c2ccccc2)c2ccccc2c1=O)Nc1cccnc1
  A: -2.9%	B: -14.2%	C: 1.4%	D: 3.3%	E: -1.3	F: -3.2%	G: -7.7	H: -7.4	I: 5.8%

10: CNC(=O)N(O)C1N(/N=C/c2c(F)cccc2Cl)C(=S)SC1(C)C (stereo not drawn)
  A: 2.4%	B: -9.5%	C: 1.7%	D: 62.4%[activator]	E: 8.9	F: 5.9%	G: -6.4	H: 7.6	I: -0.4%

9: C[C@@H]1CN([C@H](C)CO)C(=O)CCCn2cc(nn2)CO[C@H]1CN(C)C(=O)Nc1ccc(C(F)(F)F)cc1
  A: 0.5%	B: ·	C: -5.1%	D: -2.1%	E: ·	F: 2.3%	G: -5.2	H: ·	I: ·

Later entries.
Letter code – A = Vif-A3F inh; B = ERG-DNA inh; C = Vif-APOBEC3G blk; D = ALOX12 inh; E = D2 ag; F = GRP78 ERSR act; G = LDHA inh; H = D2 antagonist; I = RGS4 inhibitor
21: O=C(Nc1nc(-c2ccccc2)cs1)C1COc2ccccc2O1 (stereo not drawn)
  A: -3.0%	B: -2.4%	C: 2.1%	D: 134.6%[activator]	E: -0.2	F: 1.6%	G: -2.1	H: 12.1	I: 12.8%

22: CCC(=O)N/C(N)=N/c1nc(C)c2cc(C)c(C)cc2n1
  A: 2.7%	B: -0.3%	C: -0.2%	D: 205.6%[activator]	E: -1.2	F: 0.2%	G: -8.5	H: 12.7	I: 20.1%

23: COc1ccc(-c2nc(C(=O)O)cs2)cc1OC
  A: -11.4%	B: 6.2%	C: 1.5%	D: -13.1%	E: -1.7	F: -0.9%	G: -3.5	H: 8.6	I: -4.2%

24: O=C(CSc1nc(-c2ccc(F)cc2)cc(C(F)(F)F)n1)NCCc1ccccc1
  A: -0.8%	B: 2.1%	C: -4.3%	D: 13.0%	E: -0.7	F: -0.4%	G: -10.5	H: ·	I: 9.7%

Single entries from the list.
Result for O=C(Nc1nc(-c2ccccc2)cs1)C1COc2ccccc2O1 (stereo not drawn) under Vif-A3F inh: -3.0%
Result for COc1ccc(-c2nc(C(=O)O)cs2)cc1OC under ERG-DNA inh: 6.2%

A portion of the library; count on the stated rates, not on these rows.
